Screens deposited in PubChem by several laboratories.
p97 inhibitor – blocks human p97 ATPase activity; recombinant p97 ATPase, Kinase-Glo ATP luminescence, 3 h; inhibition, % at 8 µM; 220,000 compounds, 0.42% hits; in the data active = inhibition above about 15%;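 note: 0% = DMSO vehicle and 100% = wells lacking enzyme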
FXIa inh 1536 – factor XIa (human) inhibition | purified FXIa, Boc-Glu-Ala-Arg-AMC fluorogenic substrate | AID 798 | P03951 | inhibition, % at 5 µM | 220,000 compounds, 0.14% hits;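 active = inhibition of at least 40%; inactive = inhibition below 40%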;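 note: fluorescence of freed AMC excited at 355 nm; 0% = enzyme without compound and 100% = no enzyme blank; many of its hits are not listed in these tables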
hK5 inh – inhibitors of human kallikrein 5. AID 873. 210,000 compounds, 0.59% hits. inhibition, % at 5 µM. recombinant hK5, fluorogenic AMC substrate cleavage. Q9Y337;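 active = inhibition of 40% or more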;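 note: 0% = enzyme controls without compound and 100% = no-enzyme blanks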
Target sequence (Q9Y337 67-293 limits assumed): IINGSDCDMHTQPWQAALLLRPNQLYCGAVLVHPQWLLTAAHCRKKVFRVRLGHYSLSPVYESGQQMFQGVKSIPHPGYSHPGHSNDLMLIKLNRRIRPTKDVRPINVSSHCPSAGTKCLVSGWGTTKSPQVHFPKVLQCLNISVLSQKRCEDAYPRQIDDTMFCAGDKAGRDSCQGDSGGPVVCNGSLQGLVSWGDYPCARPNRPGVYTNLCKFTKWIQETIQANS
Wee1 degr inh – human Wee1 degradation inhibition, primary screen; P30291; HeLa Luc-Wee1K328M stability, luciferase luminescence; 100% = proteasome inhibitor MG132 effect; reporter increase, % at 5 µM; 220,000 compounds, 1.2% hits;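 active = activation above the mean of all tested compounds plus 3 SD, set per screening run, cut at about 8.8% in these data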;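 note: cells exposed to compound for 20 h before luminescence read; 0% = DMSO alone and 100% = MG132 at 30 µM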
Mdm2 ligase inh – inhibitors of human Mdm2 E3 ubiquitin ligase | Q00987 | cell-based MDM2 ubiquitination luciferase reporter, 2 h; 0 = plate control, 100 = twice control, blank-subtracted | signal enhancement, % at 5 µM | 210,000 compounds, 0.11% hits | AID 1230;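 active = signal enhancement of 30% or more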;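 note: luminescence tracks abundance of the self-degrading MDM2-luciferase fusion protein; higher signal means inhibition of MDM2 E3 ligase activity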
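Material: Stable MDM2–luciferase fusion reporter cells | Amount: 2000 cells seeded into each well | Dosing: One concentration, 5 µM, with 0.2% DMSO | Incubation: 4 h cell settling then 2 h compound exposure, 37 °C | Measured by: Luciferase luminescence | Read-out basis: % enhancement relative to plate controls after blank subtraction | Benchmarks: Control and blank well means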
FXIIa inh – blocks human coagulation factor XIIa protease activity | 220,000 compounds, 0.3% hits | P00748 | purified FXIIa, Boc-QGR-AMC fluorogenic substrate, 2 h | inhibition, % at 5 µM | AID 800; in the data active = inhibition above about 40%;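 note: 0% = enzyme with no compound and 100% = blank without enzyme; many of its hits are not listed in these tables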
Target sequence (P00748 20-372 limits assumed): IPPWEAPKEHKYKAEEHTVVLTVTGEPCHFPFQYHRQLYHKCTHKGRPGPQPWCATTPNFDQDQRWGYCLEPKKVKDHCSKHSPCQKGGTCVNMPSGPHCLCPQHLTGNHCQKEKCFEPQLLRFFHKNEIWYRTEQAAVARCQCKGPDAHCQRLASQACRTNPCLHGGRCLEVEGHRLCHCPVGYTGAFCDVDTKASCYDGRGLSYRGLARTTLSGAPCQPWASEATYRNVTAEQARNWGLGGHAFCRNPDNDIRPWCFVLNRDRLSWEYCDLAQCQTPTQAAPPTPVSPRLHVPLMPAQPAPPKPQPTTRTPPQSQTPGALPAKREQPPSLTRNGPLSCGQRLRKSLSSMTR
Target sequence (P00748 373-615 limits assumed): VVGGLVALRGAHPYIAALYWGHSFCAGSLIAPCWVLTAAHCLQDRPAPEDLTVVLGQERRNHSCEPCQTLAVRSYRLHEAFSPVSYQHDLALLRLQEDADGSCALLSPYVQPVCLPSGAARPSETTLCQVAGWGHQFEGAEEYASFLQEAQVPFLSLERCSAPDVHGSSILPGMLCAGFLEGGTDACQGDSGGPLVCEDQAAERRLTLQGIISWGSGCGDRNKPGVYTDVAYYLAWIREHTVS
Rad51 HR inh – Rad51 (human) homologous recombination inhibition | hRad51 DNA strand exchange, fluorescence dequenching | inhibition, % at 10 µM | 200,000 compounds, 0.085% hits | AID 1385;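 active = inhibition above 40% at the single screening dose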;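 note: 0% = DMSO control wells and 100% = blanks with heterologous ssDNA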
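Material: hRad51 filaments on single-stranded DNA; Reagent: Donor/quencher-labelled 47-bp dsDNA substrate; Compound: 10 µM final, single point; Schedule: 37 °C 15-min filament assembly, 30-min compound preincubation, 15-min exchange; Technique: FRET fluorescence, excitation 485 nm, emission 520 nm; Benchmarks: control wells and blank wells on each plate.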
eIF4E-4G inh – eIF4E/eIF4G interaction inhibition in translation initiation; inhibition, % at 21.7 µM; P63073+Q04637; 220,000 compounds, 0.37% hits; TR-FRET eIF4E-eIF4GI(517-606) binding, 2 h;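 active = inhibition above about 30%, limit read from the data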;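 note: 0% = full FRET control wells and 100% = background wells lacking eIF4GI fragment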
14-3-3 Bad inh – disrupts binding of bovine 14-3-3 zeta to phospho-Bad peptide. TR-FRET 14-3-3zeta/Dy647-pBad peptide displacement, 1 h. inhibition, % at 21.7 µM. P63103. 220,000 compounds, 0.71% hits;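 active = inhibition above about 70%, limit read from the data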;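 note: 0% = full 14-3-3 plus peptide FRET controls and 100% = background without 14-3-3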
Target sequence (P63103 whole entry, looked up): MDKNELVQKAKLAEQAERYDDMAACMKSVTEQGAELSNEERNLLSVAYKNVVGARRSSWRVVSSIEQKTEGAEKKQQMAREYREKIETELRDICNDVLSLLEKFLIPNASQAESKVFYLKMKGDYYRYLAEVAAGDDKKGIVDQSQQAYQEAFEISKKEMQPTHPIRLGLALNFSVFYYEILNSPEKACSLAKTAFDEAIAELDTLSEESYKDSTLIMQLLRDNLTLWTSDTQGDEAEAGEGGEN
* marks the source's active call; other numbers are inactive results; . = not tested or not shown; [ ] = remark or other dose.

SMILES | p97 inhibitor | FXIa inh 1536 | hK5 inh | Wee1 degr inh | Mdm2 ligase inh | FXIIa inh | Rad51 HR inh | eIF4E-4G inh | 14-3-3 Bad inh
O=C(c1ccc(CSc2ccc(Cl)cc2)cc1)N1CCCC1 | -5 | -8 | -5 | 0 | 8 | . | 4 | 2 | 1
NNC(=O)c1ccc(COc2cccc3ccccc23)o1 | 3 | 1 | -7 | 1 | -6 | 1 | 1 | 2 | 0
CC(C)CCNC(=O)CCc1nnc(Cc2c[nH]c3ccccc23)o1 | 0 | 4 | . | 2 | -2 | 11 | 4 | 1 | -12
COc1ccc(CN2CCOCCOCCOCCOCCOCC2)cc1 | 7 | 0 | -1 | -2 | -11 | 6 | 4 | -2 | -14
O=C(NCCCN1CCOCC1)C1COc2ccccc2O1 (stereo not drawn) | -4 | 4 | 2 | 1 | . | 11 | -1 | -10 | -11
CCc1nn(CCCC(=O)N2CCc3ccccc3C2)c(=O)c2cc3occc3n12 | -8 | 1 | 1 | 0 | -10 | 12 | 3 | -4 | 1[fluorescence artefact?]
OC(CNC1CCCc2ccccc21)COc1c(Cl)cccc1Cl (stereo not drawn) | -3 | -7 | -20 | 0 | -17 | -5 | -7 | 0[fluorescence artefact?] | 4
CC(C)[C@@H]1C=C(C(=O)O)O[C@H](OCCCCO)C1 | . | -2 | -2 | . | -7 | 6 | -3 | 97* | 2
CC/C(O)=C1\C(=O)CC(c2ccccc2)CC1=NCCC(=O)O (stereo not drawn) | 4 | 5 | -8 | 7 | -26 | -2 | -9 | -3 | -9
Cc1ccc(NNC(N)=S)cc1Cl | 5 | 2 | 5 | -2 | . | 14 | 2 | 0 | -7
Cc1ccc(O)c(NC(=O)C2CC(c3ccc(F)cc3)=NO2)c1 (stereo not drawn) | 4 | 23 | -1 | 0 | -10 | 25 | . | 7[fluorescence artefact?] | -5
O=C(CN1CCN(c2ncccn2)CC1)NCc1ccc2c(c1)OCO2 | -1 | -5 | -21 | -1 | -11 | 5 | 1 | 0 | -26
Cc1ccc(SC(C)C(=O)Nc2ncn[nH]2)cc1 (stereo not drawn) | -8 | -4 | -21 | 3 | -8 | 0 | 6 | -10[fluorescence artefact?] | -7[fluorescence artefact?]
COc1ccc(-c2ccc(N(C)C)cc2)cc1[C@H]1[C@@H]2C=CCC[C@@]2(C)C(=O)N1Cc1ccccc1 | . | -1 | 2 | . | 13 | 8 | 3 | 3 | 2
COc1cc(CC(=O)Nc2ccc(N3CCOCC3)cc2)cc(OC)c1OC | 7 | 4 | 1 | 4 | -13 | 4 | -6 | -1 | -1
COc1cccc(-c2nnc(NC(=O)c3cccs3)s2)c1 | 7 | 7 | 7 | -2 | -8 | 7 | -2 | -3 | 19
CN(C)S(=O)(=O)N1CCN(c2ccc([N+](=O)[O-])cc2)CC1 | -4 | -1 | 1 | 6 | -12 | -3 | -3 | -2 | 7
CCc1cccc(CC)c1NC(=O)C1SC(=Nc2ccccc2C)C(c2nc3ccccc3s2)=C1N (stereo not drawn) | 5 | -4 | -7 | 4 | -19 | 4 | . | -21 | -20[fluorescence artefact?]
O=C(COc1ccc(Oc2ccccc2)cc1)NCc1cn2ccccc2n1 | -1 | -7 | -13 | 10* | 7 | 4 | 1 | 1 | -11
Cc1nn(CC2CC2)c(=O)n1-c1cccc(Cl)c1 | -5 | -5 | -4 | 4 | -12 | 4 | -12 | 1 | 3
CC1CCN(S(=O)(=O)c2ccc(C(=O)NNC(=O)C3CC3)cc2)CC1 | 5 | -1 | 4 | 0 | 0 | 5 | 5 | 4 | -6
CC(=O)NC1(c2ccc(F)cc2)CCN(C(=O)Nc2ccc(F)cc2F)CC1 | 2 | -12 | -11 | 0 | -8 | -12 | 8 | -7 | -15
CCC(C)n1c(SCC(=O)Nc2cc(C(C)(C)C)nn2-c2ccccc2)nc2ccccc2c1=O (stereo not drawn) | -1 | 8 | -8 | 2 | 2 | 16 | . | -5 | 11
COc1cc(/C=C2\C(=O)N(C)C(=S)N2C)ccc1O | -2 | 4 | -16 | 3 | -12 | 13 | -15 | -4 | -6
CCc1ccc(C(=O)CN2C(=O)NC(C)(c3ccc(C)cc3)C2=O)cc1 (stereo not drawn) | -2 | -4 | -11 | 3 | -10 | 7 | 35 | -2 | -17
O=C(/C=C/c1ccccn1)c1ccc(Br)cc1O | 1 | -10 | -8 | 2 | -9 | 3 | 4 | 2[fluorescence artefact?] | -3
COc1ccc(CN(C(=O)c2nsc(Cl)c2Cl)C(C(=O)NC2CCCCC2)c2ccc(OC)cc2)cc1 (stereo not drawn) | 3 | 1 | -20 | -1 | -14 | 12 | 1 | -3 | 24
CCCNC(=O)COC(=O)c1cc2c(=O)n3ccccc3nc2s1 | 9 | 5 | -18 | -1 | -14 | -4 | -27 | 2 | 4
O=C(COC(=O)C1=Cc2ccccc2OC1)NCc1ccco1 | 5 | -2 | 3 | -5 | -7 | 8 | -1 | -2 | -10
COc1ccc(C(=O)NNC(=O)c2ccccc2[N+](=O)[O-])cc1 | 5 | 7 | -23 | -3 | 0 | 7 | 0 | 0 | -26
O=C(c1cccc(C(F)(F)F)c1)C1CCCN(C(=O)CCn2cnnn2)C1 (stereo not drawn) | 6 | 3 | 1 | -1 | -15 | 6 | . | -4 | -5
c1csc(-c2nnc(N3CCOCC3)c3ccccc23)c1 | 1 | -2 | -12 | 1 | -7 | 7 | 2 | 5 | -1
COc1ccc(-c2[nH]n(-c3ccc([N+](=O)[O-])cc3)c(=O)c2C=NCc2ccc(F)cc2)cc1 | 4 | 14 | -25 | 8 | -8 | 15 | -2 | 3[fluorescence artefact?] | -7[fluorescence artefact?]
Cc1cc(Nc2nc3ccccc3nc2Cl)n(-c2ccccc2)n1 | 2 | 1 | 5 | 0 | 0 | 5 | 3 | -9 | -8
CC(C)CN1CCNC(=O)C1CC(=O)NCCc1cnn(-c2ccccc2)c1 (stereo not drawn) | 1 | -4 | . | 0 | -9 | 2 | -13 | 3 | -19
Cc1ccc(-n2c(C)cc(C(=O)NS(=O)(=O)c3ccc(C)cc3)c2C)cc1 | -1 | 3 | 3 | 1 | 0 | 5 | 4 | 0 | -3
Cc1cc(=O)[nH]c(NN=C2C3CC4CC(C3)CC2C4)n1 | 9 | -4 | -6 | -2 | -1 | 5 | 13 | 5 | -4
COc1ccc(CC2(CO)CCN(Cc3cc4ccccc4o3)CC2)cc1 | 1 | 5 | . | -1 | -11 | 9 | 12 | 0 | -13
COc1ccc(-c2cc(C3CCN(Cc4cccc(C(F)(F)F)c4)CC3)[nH]n2)cc1 | -2 | -5 | -5 | -1 | 2 | 0 | 4 | -2 | -12
CC(=O)c1ccc(-n2c(CCC(=O)O)ccc2-c2cccs2)cc1 | -4 | -2 | -3 | -1 | -34 | 2 | -3 | 4[fluorescence artefact?] | 2
CCCn1c(=N)c(C(=O)NCc2ccc3c(c2)OCO3)cc2c(=O)n3cccc(C)c3nc21 | -2 | 5 | -9 | 1 | 6 | 17 | -1 | 1[fluorescence artefact?] | -8[fluorescence artefact?]
Cc1cc(C)nc(N2CCCC(C(=O)NCCc3cccc(F)c3)C2)n1 (stereo not drawn) | -4 | 1 | -14 | 1 | -6 | 1 | -3 | 3 | 21
CCOC(=O)CNC(=O)N1c2ccccc2Sc2ccccc21 | 0 | -3 | . | -2 | 3 | 3 | -16 | 2 | -10
O=C(NCc1nc(-c2ccc(C(F)(F)F)cc2)no1)Nc1cc(Cl)cc(Cl)c1 | 5 | 4 | 5 | 4 | -10 | 13 | 10 | 3 | 0
CC(C)(C)NC(=O)CN(Cc1cccnc1)C(=O)c1csnn1 | 3 | 1 | -12 | -1 | 2 | 2 | 0 | 9[fluorescence artefact?] | 15[fluorescence artefact?]
OC(CNc1nc2ccccc2s1)c1ccccc1 (stereo not drawn) | 4 | -1 | -10 | -3 | -4 | -4 | -1 | 3 | -6
O=C(Nc1ccccc1C(=O)N/N=C/c1ccco1)c1ccc(F)cc1 | -24 | -5 | -2 | 0 | -19 | 1 | . | 6[fluorescence artefact?] | 3[fluorescence artefact?]
COCC(=O)/C=C1\Sc2ccccc2N1C | 2 | 4 | -10 | 0 | -30 | 13 | 1 | -1 | 2[fluorescence artefact?]
Cn1cc(Cl)c(C(=O)Nc2cnn(Cc3ccc(F)cc3)c2)n1 | 3 | -5 | -17 | -4 | -5 | 3 | . | 1 | 5[fluorescence artefact?]
CCOC(=O)COc1ccccc1-c1ccno1 | 3 | -4 | -11 | -1 | -8 | 8 | -14 | 0 | -10

Random excerpt: two records from the list
SMILES | p97 inhibitor | FXIa inh 1536 | hK5 inh | Wee1 degr inh | Mdm2 ligase inh | FXIIa inh | Rad51 HR inh | eIF4E-4G inh | 14-3-3 Bad inh
Cc1cc(C)nc(N2CCCC(C(=O)NCCc3cccc(F)c3)C2)n1 (stereo not drawn) | -4 | 1 | -14 | 1 | -6 | 1 | -3 | 3 | 21
O=C(Nc1ccccc1C(=O)N/N=C/c1ccco1)c1ccc(F)cc1 | -24 | -5 | -2 | 0 | -19 | 1 | . | 6[fluorescence artefact?] | 3[fluorescence artefact?]

Carrying on:
SMILES | p97 inhibitor | FXIa inh 1536 | hK5 inh | Wee1 degr inh | Mdm2 ligase inh | FXIIa inh | Rad51 HR inh | eIF4E-4G inh | 14-3-3 Bad inh
O=[N+]([O-])c1cc(-c2nnc(Nc3ccc(O)cc3)c3ccccc23)ccc1N1CCOCC1 | 3 | 4 | 0 | 2 | -12 | 11 | 5 | -3 | 1
CCn1c(NCc2cc(Br)ccc2NS(=O)(=O)c2ccc(C)cc2)nc2ccccc21 | 1 | -5 | 1 | 5 | -6 | -1 | 9 | -3[fluorescence artefact?] | -5
Cc1ccc2[nH]c3c(c2c1)CN(C(=O)CN1CCN(C(=O)c2ccco2)CC1)CC3 | 6 | 1 | -3 | 4 | -11 | 5 | 16 | -3 | -19
COC(=O)C1=C(C)N(CC(C)C)C(=O)C1 | -6 | 0 | -10 | -1 | -18 | 9 | 5 | -9 | -2
c1ccc2c(c1)OCC(c1nnc3n1-c1ccccc1SC3)O2 (stereo not drawn) | 1 | 0 | -6 | 0 | -12 | 18 | 2 | 10[fluorescence artefact?] | 9
CN(C)/C=C/C(=O)c1ccc(Cl)c([N+](=O)[O-])c1 | 3 | 2 | 8 | 1 | -8 | 10 | 7 | 4 | 4
O=C(N1CCOCC1)N1CCOCC1 | 2 | 19 | -13 | -1 | -16 | 27 | -6 | 1 | 1
CC(C)CSc1nnc2[nH]c(=O)cc(N)n12 | 2 | 6 | -11 | 3 | -3 | 10 | -1 | 1[fluorescence artefact?] | 0
O=C(O)/C=C/c1cn(Cc2ccccc2)nc1-c1ccccc1 | 10 | -1 | -2 | -2 | 0 | 13 | 44* | 2[fluorescence artefact?] | 6[fluorescence artefact?]
Cc1cc(C(=O)COc2ccccc2[N+](=O)[O-])c(C)n1C1CC1 | -2 | 2 | 7 | -2 | 4 | 10 | . | -2 | 2
CCOC(=O)c1[nH]c2ccc(C)cc2c1N=CN(CC)CC | 1 | 5 | -7 | -1 | -15 | 10 | 12 | 8 | -6
COc1ccc([N+](=O)[O-])cc1NC(=O)COC(=O)Cc1cc(OC)c(OC)c(OC)c1 | 1 | -2 | -9 | 3 | 3 | 6 | . | -2 | -2
CCOC(=O)/C(=N\Nc1ccccc1[N+](=O)[O-])c1csc(N)n1 | 0 | 2 | 5 | -3 | -9 | . | 6 | 6 | -4
